Compound activity (PubChem)
Diaphorase act – counter-screen for diaphorase-based assays: diaphorase activators and chemical reducers | Diaphorase/resazurin coupled assay, resorufin fluorescence, 16 min; active compounds read high; 1 = vehicle wells, 0 = NADH-free wells | activation factor at 20 µM | 190,000 compounds, 0.005% hits;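 active means diaphorase activity raised at least twofold by the compound at 20 µM; inactive means activation factor below 2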
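Material: Clostridium kluyveri diaphorase, purified enzyme; Quantity: enzyme 0.07 U/mL final; Medium: HEPES pH 7.4 buffer with MgCl2 and Tween 20; Dosing: single compound dose of 20 µM, 1% DMSO final; Schedule: 16 min reaction at room temperature; Measured by: red resorufin fluorescence at 544/590 nm excitation/emission.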
APP 5'UTR act – activates APP 5'UTR luciferase reporter; SH-SY5Y APP 5'UTR luciferase reporter, luminescence; zero percent = DMSO vehicle wells; activation, % at 2 µM; 190,000 compounds, 1% hits;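 active means activation above a set limit, based on mean plus 3 SD of controls, cut at about 140% in these data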; further: values of inactives mirror those of a sister screen read the other way
STAT1 activator – activators of IFN-gamma induced STAT1 signaling; activation (% of control), % at 5.5 µM; AID 932; NIH 3T3 STAT1-luciferase reporter, luminescence; 100% = IFN-gamma alone, no compound; 200,000 compounds, 2.6% hits;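 active means activation above the screen-wide mean activation plus 3 SD, cut at about 130% in these data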;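 further: raw ratio to IFN-gamma control signal so 100% means no change and 0% no light; values of inactives mirror those of a sister screen read the other way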
Diaph inh CS – inhibits diaphorase or chemically oxidizes, flagging diaphorase assay artifacts | diaphorase resazurin-to-resorufin fluorescence, NADH, 16 min; bacterial (C. kluyveri) enzyme, not human | inhibition, % at 20 µM | 190,000 compounds, 0.69% hits | AID 1217;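 active means primary screen inhibition at 20 µM above a set limit, cut at about 50% in these data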;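 further: plate controls were DMSO with full reaction for no effect and wells lacking NADH for full effect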
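Assay system: diaphorase enzyme from Clostridium kluyveri. Quantity: enzyme working solution with 0.14 U/mL diaphorase. Schedule: reaction incubation of 16 min at room temperature. Technique: resorufin fluorescence, excitation 544 nm, emission 590 nm. Controls: No-NADH positive control and DMSO neutral control.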
FLuc inhib CS – Photinus pyralis luciferase inhibition counter-screen | P08659 | ATPLite firefly luciferase biochemical luminescence, 10 min | inhibition, % at 10 µM | 200,000 compounds, 1.5% hits;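 active means inhibition above about 50% when tested at 10 µM, limit read from the data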
APP 5UTR inh – APP translation inhibition; AID 1285; SH-SY5Y APP 5'UTR-luciferase reporter, luminescence; inhibition, % at 2 µM; 190,000 compounds, 0.82% hits;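 active means inhibition above a set limit, derived from the sample mean plus 3 SD, cut at about 45% in these data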; further: values of inactives mirror those of a sister screen read the other way
NF-kB expr up – raises NF-kB expression in human neuronal cells. NF-kB reporter expression; active compounds read high. fold change at 12.5 µM. 190,000 compounds, 1.6% hits. AID 1239; in the data active means fold change above about 3.3
G6PDH counter – inhibits Leuconostoc G6PDH, flagging false hits in G6PDH-based assays | Purified L. mesenteroides G6PDH, diaphorase/resazurin coupled fluorescence, 45 min | inhibition, % at 5 µM | 200,000 compounds, 0.12% hits | AID 1020; in the data active means inhibition above about 50%
FLuc stim CS – affects firefly luciferase, flagging false hits in luciferase stimulation screens | ATPlite luciferase biochemical, luminescence, 10 min; 0 = ATP-free wells, 1 = DMSO control | P08659 | activation factor at 10 µM | AID 1027 | 200,000 tested, under 10 active;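 active means luciferase activation factor, scaled between plate controls, of at least 2 with compound at 10 µM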
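System: luciferase plus luciferin reagent, cell-free; medium: PBS as buffer for the ATP substrate; dosing: test compounds dosed from 2 mM stocks in 100% DMSO; timing: 10 min post-reagent at room temperature; measured by: luminescence measurement of luciferase light output; evaluation: luciferase activation, seen as luminescence increase over controls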
TLR4 MyD88 comp – TLR4-MyD88 interaction inhibition in cells. HeLa CL3-4 TLR4/MyD88 BLA complementation, FRET ratio. O00206+Q99836. inhibition, % at 8.4 µM. 200,000 compounds, 0.18% hits. AID 861; in the data active means inhibition above about 25%;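 further: 0% = vehicle and 100% = reference inhibitor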
Target sequence (O00206 whole entry, looked up): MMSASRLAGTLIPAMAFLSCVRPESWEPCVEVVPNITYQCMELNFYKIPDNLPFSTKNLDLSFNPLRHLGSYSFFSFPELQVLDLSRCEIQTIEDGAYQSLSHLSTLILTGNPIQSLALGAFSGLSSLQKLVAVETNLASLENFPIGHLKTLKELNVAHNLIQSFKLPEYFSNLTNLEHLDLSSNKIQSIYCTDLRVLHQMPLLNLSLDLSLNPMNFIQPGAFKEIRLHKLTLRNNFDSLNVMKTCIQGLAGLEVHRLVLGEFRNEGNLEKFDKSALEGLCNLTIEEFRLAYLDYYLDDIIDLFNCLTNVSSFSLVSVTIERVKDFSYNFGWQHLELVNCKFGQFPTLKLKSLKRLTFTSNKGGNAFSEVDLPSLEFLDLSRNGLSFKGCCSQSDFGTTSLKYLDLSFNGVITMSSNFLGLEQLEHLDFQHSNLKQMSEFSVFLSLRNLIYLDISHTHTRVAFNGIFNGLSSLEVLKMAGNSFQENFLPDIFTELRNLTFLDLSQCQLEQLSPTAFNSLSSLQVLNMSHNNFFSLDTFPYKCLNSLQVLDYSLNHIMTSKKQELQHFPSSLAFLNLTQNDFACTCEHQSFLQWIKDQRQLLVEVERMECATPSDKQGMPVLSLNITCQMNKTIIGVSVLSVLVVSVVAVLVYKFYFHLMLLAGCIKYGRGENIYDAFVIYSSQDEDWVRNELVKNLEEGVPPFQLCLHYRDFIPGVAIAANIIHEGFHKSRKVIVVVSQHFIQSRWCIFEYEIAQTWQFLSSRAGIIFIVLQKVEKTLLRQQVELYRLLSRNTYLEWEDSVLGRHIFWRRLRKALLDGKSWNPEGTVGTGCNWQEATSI
Target sequence (Q99836 whole entry, looked up): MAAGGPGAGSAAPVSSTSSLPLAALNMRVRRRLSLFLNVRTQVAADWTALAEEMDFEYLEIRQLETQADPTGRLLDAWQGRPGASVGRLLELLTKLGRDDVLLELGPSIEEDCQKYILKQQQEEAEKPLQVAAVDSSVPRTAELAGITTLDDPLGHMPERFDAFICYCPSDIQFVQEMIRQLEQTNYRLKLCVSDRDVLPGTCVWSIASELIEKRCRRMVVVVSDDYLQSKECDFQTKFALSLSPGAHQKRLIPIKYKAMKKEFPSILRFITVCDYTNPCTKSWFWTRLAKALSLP
* = called active by the depositor; x = no result given.

SMILES	Diaphorase act	APP 5'UTR act	STAT1 activator	Diaph inh CS	FLuc inhib CS	APP 5UTR inh	NF-kB expr up	G6PDH counter	FLuc stim CS	TLR4 MyD88 comp
CC(=O)Nc1ccc(N=Nc2ccccc2)cc1	0.8	111	152*	16	15	-111	5.3*	-11	0.8	13
Cn1c(-c2ccc(F)cc2)cnc1NCc1ccc(F)cc1	0.9	-3	99	8	3	3	1	9	1	-20
O=S1(=O)CCN2N=C(C3CC3)SC2=N1	0.9	-8	98	9	-3	8	1.1	3	1	7
CCOc1ccc(OCC)c(S(=O)(=O)N2CCCCC2)c1	0.9	7	95	10	-12	-7	1	7	1.1	-1
COc1ccc(/C=C2\N=C(SC)N(c3ccccc3OC)C2=O)cc1	1	-26	95	-3	-1	26	0.82	3	1	-7
Cc1ccc(N2CCCn3c2cc(C)c(C#N)c3=O)cc1C	0.9	8	98	6	-5	-8	0.92	4	1	1
O=c1[nH]c(SCc2cccc(Cl)c2)nc2ccccc12	1	-10	104	3	-5	10	1.1	9	1	-1
COc1ccc(N2CC(O)=C(c3nc4ccccc4s3)C2=N)cc1	1.1	14	109	-6	-8	-14	1.1	2	1.1	-11
Cc1cc(C)cc(N2CC(C)(C)C2=O)c1	0.6	16	95	43	-6	-16	1.1	4	1.1	-9
CCOC(=O)c1ccc(N2C(=O)CC(C(=O)OC)=C2C)cc1	0.8	12	102	15	-5	-12	1.1	10	1.1	1
CC(C)c1nc2sc3c(=O)[nH]cnc3c2c2c1CCC2	0.8	6	97	18	-7	-6	1	20	1.1	-2
COc1ccc(C2CC(=O)c3cnc(NC(=O)c4ccccc4)nc3C2)c(OC)c1 (stereo not drawn)	0.9	4	95	14	-6	-4	0.79	1	1.1	-10
S=C(Nc1ccc(Cc2ccncc2)cc1)Nc1cccc(Cl)c1	0.9	7	88	7	-5	-7	1.2	-2	1	-12
CC(=O)Oc1cccc(N2C(=O)CC(Nc3ccc(N4CCOCC4)cc3)C2=O)c1 (stereo not drawn)	0.7	16	102	26	0	-16	1.2	-17	1	-2
CCS(=O)(=O)NCc1ccc2c(c1)cc(C)n2C	1	-17	108	-4	-6	17	0.84	-18	1.1	1
COC(=O)c1ccc(C2CC(=O)NC3=C2C(=O)CCC3)cc1 (stereo not drawn)	1	-10	97	0	2	10	1.3	6	1	0
CCCc1cc(C(=O)NCCc2ccc(OC)c(OC)c2)no1	0.9	-14	104	7	-3	14	1.1	2	1	1
CCOC(=O)C1CCN(C(=O)COc2ccc(N(C)S(=O)(=O)c3ccc(OCC)cc3)cc2)CC1	0.9	-2	97	15	4	2	0.97	4	1	0
COC(=O)Nc1ccc(C)c2nsnc12	0.8	5	104	21	-2	-5	1.2	4	1	1
O=C(NCCCCc1ccccc1)C1CC(c2cccc([N+](=O)[O-])c2)=NO1 (stereo not drawn)	0.8	5	94	16	-4	-5	0.89	4	1	-14
CC(C)C(NC(=O)C1CCCCC1)C(=O)NC1=NCCS1 (stereo not drawn)	1	-2	96	4	-6	2	1.1	1	1.1	6
Nc1ccccc1N=c1ssnc1Cl	1.1	7	110	-7	6	-7	1.1	7	0.9	13
CCCNc1c(F)c(F)c2c(C)c3ccccc3nc2c1F	0.7	11	106	33	11	-11	1	26	0.9	10
O=[N+]([O-])c1nn(-c2ccc(Cl)cc2)n(O)c1=NCc1ccccc1Cl	0.9	23	124	6	-2	-23	1.6	2	1	-15
Cc1ccc(NC(=O)CN2CCc3ccccc3C2)cc1S(=O)(=O)N(C)C	0.8	12	98	22	-10	-12	1.6	-1	1.1	1
C=CCNCC(=O)NN=C(c1ccccc1)c1ccccc1	0.8	9	105	22	-2	-9	1.1	-10	1	-1
CC(Cl)C(=O)NC(=O)NC12CC3CC(CC(C3)C1)C2 (stereo not drawn)	0.9	-6	104	9	1	6	1.3	-1	1	7
COC(=O)[C@@H](NC(=O)Nc1cccc(OC)c1)C(C)C	1	18	102	-3	-4	-18	0.94	2	1	-5
FC(F)(F)c1cccc(Cn2nnnc2-c2cc(Cl)cc(Cl)c2)c1	0.8	11	98	23	-3	-11	0.87	4	1	8
CC(C)c1ccc(NC(=O)CSc2nc(-c3ccccc3F)nc3nc[nH]c23)cc1	1.1	4	103	-10	-2	-4	1.3	4	1	-12
CCOC(=O)C1CCN(CC(=O)Nc2c(C(=O)OC)[nH]c3ccccc23)CC1	0.8	-4	91	21	-8	4	0.68	-8	1.1	-7
O=C(Nc1ccccc1N1CCN(C(=O)c2ccc(Cl)cc2)CC1)c1ccc2c(c1)OCO2	1	-1	102	4	0	1	0.66	-56	1	3
Cc1ccc2nc(-c3ccc(NC(=O)c4ccco4)cc3)[nH]c2c1	1.2	113	160*	-24	28	-113	2.8	-72	0.7	6
CC(C)OCCCNc1ncnc2c1[nH]c1ccc(F)cc12	1	9	73	5	9	-9	0.8	8	0.9	2
COc1ccc(C2CC(=O)C3=C(C2)NC(C)=C(C#N)C3c2ccc(N(C)C)cc2)cc1 (stereo not drawn)	1	13	92	-3	-3	-13	1	4	1	-9
CN1CCN(C(=O)C2=C[C@H](c3ccc(Br)cc3)C[C@H](OCCCCO)O2)CC1	0.8	-9	96	24	-3	9	0.87	5	1	-12
COc1cc([N+](=O)[O-])cc2sc(NC(=O)C(C)(C)C)nc12	0.8	-4	116	15	-3	4	0.91	6	1	6
Cc1cc(NC(=O)CCC2COc3ccccc3O2)no1 (stereo not drawn)	0.9	14	101	7	-4	-14	1.4	3	1	11
COc1ccc(C(C)=O)cc1COC(=O)c1cccc(N(C)C)c1	0.9	28	99	8	-4	-3	0.84	10	1	-4
Cc1ccc2c(c1)N(CCCC(=O)NCc1ccc3c(c1)OCO3)C(=O)CO2	1	-27	96	-3	2	27	1.2	2	1	2

Structures shown so far that contain a nitro group on carbon, in the order listed:
SMILES	Diaphorase act	APP 5'UTR act	STAT1 activator	Diaph inh CS	FLuc inhib CS	APP 5UTR inh	NF-kB expr up	G6PDH counter	FLuc stim CS	TLR4 MyD88 comp
O=C(NCCCCc1ccccc1)C1CC(c2cccc([N+](=O)[O-])c2)=NO1 (stereo not drawn)	0.8	5	94	16	-4	-5	0.89	4	1	-14
O=[N+]([O-])c1nn(-c2ccc(Cl)cc2)n(O)c1=NCc1ccccc1Cl	0.9	23	124	6	-2	-23	1.6	2	1	-15
COc1cc([N+](=O)[O-])cc2sc(NC(=O)C(C)(C)C)nc12	0.8	-4	116	15	-3	4	0.91	6	1	6

Structures listed above that bear a hit mark in STAT1 activator.
Molecule	APP 5'UTR act	STAT1 activator	Diaph inh CS	APP 5UTR inh	NF-kB expr up	FLuc stim CS	TLR4 MyD88 comp
CC(=O)Nc1ccc(N=Nc2ccccc2)cc1	111	152*	16	-111	5.3*	0.8	13
Cc1ccc2nc(-c3ccc(NC(=O)c4ccco4)cc3)[nH]c2c1	113	160*	-24	-113	2.8	0.7	6

The results go on:
SMILES	Diaphorase act	APP 5'UTR act	STAT1 activator	Diaph inh CS	FLuc inhib CS	APP 5UTR inh	NF-kB expr up	G6PDH counter	FLuc stim CS	TLR4 MyD88 comp
CCOC(=O)C1=C(C)N=C2SCCC(=O)N2[C@@H]1/C=C/c1ccccc1	0.8	22	96	16	-4	-22	1	4	1	20
COC(=O)C1=COC(C)C2CN3CCc4c([nH]c5ccccc45)C3CC12 (stereo not drawn)	0.8	3	100	19	-2	-3	0.91	8	1	-3
O=C(CSc1nc2ccc(Cl)cc2[nH]1)N1CCN(C(=O)c2ccco2)CC1	1	-11	100	1	0	11	0.94	-6	1	-14
O=C(CN1CCc2ccccc2C1)Nc1cc(S(=O)(=O)N2CCOCC2)ccc1N1CCOCC1	0.9	33	100	9	0	-33	0.5	-1	1	8
Cc1ccccc1CC1(CO)CCCN(Cc2nc(-c3cccs3)oc2C)C1 (stereo not drawn)	0.9	-2	104	10	-4	2	1.5	-2	1	-9
O=C(Nc1cnn(C23CC4CC(CC(C4)C2)C3)c1)c1cc(-c2ccccc2)on1	0.8	-16	106	16	-6	16	1	-57	1.1	2
CCOC(=O)C(=CNc1ccc(C#N)cc1)C(=O)OCC	0.9	-28	90	11	-4	28	1.3	2	1	0
Cc1nn(-c2ccccc2)c(Cl)c1C(=O)NCC(=O)O	1	-22	98	3	-6	22	1.2	-13	1.1	1
NS(=O)(=O)c1ccc(NC(=S)NCC2CCCO2)cc1 (stereo not drawn)	0.9	-1	93	12	-5	2	1.1	0	1.1	-5
O=C(CCCOc1ccccc1)N1CCN(S(=O)(=O)c2cccs2)CC1	0.8	4	110	17	-9	-4	1.2	1	1.1	4
N/C(=N\OC(=O)c1ccc2ccccc2c1)c1cccc([N+](=O)[O-])c1	0.9	20	110	7	38	-20	1.2	-27	0.6	-2
CCCN1CC23C=CC(O2)C(C(=O)O)C3C1=O (stereo not drawn)	0.8	-14	99	20	-7	14	1.2	-8	1.1	-4
Cc1c(Cl)cccc1NC(=O)CC(C(=O)O)C1CCCO1 (stereo not drawn)	0.8	14	102	16	-4	-14	1.1	2	1	3
CCn1c(Cc2ccc(OC)cc2)nnc1SCC(=O)N1CCN(c2ccccc2)CC1	0.9	x	96	10	-4	x	0.95	-5	1	12
COC(=O)[C@@]1(Cc2ccc(F)cc2)[C@H]2c3cc(C(=O)N(C)C)n(Cc4c(CO)[nH]cc(C)c4=O)c3C[C@H]2CN1C(=O)c1ccccc1	0.8	-11	94	19	0	11	0.93	27	1	7
Cc1ccccc1-n1c(C)cc(/C=N/Nc2ccc([N+](=O)[O-])cn2)c1C	0.9	66	127	9	-4	-66	1.1	-3	1	24
COc1ccc(C2CC(c3ccccc3)=NN2C(=O)COC(=O)C2(C)CC2(Cl)Cl)cc1 (stereo not drawn)	0.8	-10	97	22	-4	10	1.1	2	1	12
Cc1nnc(SCC(=O)N2CCc3ccccc32)s1	0.8	-2	110	19	-2	2	1.5	13	1	6
Cc1cc2ccccn2c1C(=O)c1ccncc1	0.9	8	99	14	-6	-8	0.93	-8	1.1	1
COc1ccc(N2C(=O)CCC(C(=O)NCc3cccnc3)C2c2ccc(OC)c(OC)c2)cc1 (stereo not drawn)	1	8	106	5	-6	-8	1.1	4	1.1	-11
CCN(CC)c1ccc2cc(S(=O)(=O)c3ccc(C)cc3)c(=O)oc2c1	0.8	5	92	19	-6	-6	0.79	10	1.1	-15
CCc1ccc(OCC(=O)NC(=S)Nc2ccc(C)cc2C)c(Br)c1	1.1	4	98	-6	-3	-4	1.3	1	1	-8
CCOC(=O)c1[nH]c(C)c(C(=O)NC(C)CC)c1C (stereo not drawn)	0.8	-8	106	18	-6	8	0.98	3	1.1	1
COc1ccc(C2C(C#N)=C(N)N(c3sc4c(c3C#N)CCCC4)C3=C2C(=O)CC(C)(C)C3)cc1OC (stereo not drawn)	0.8	7	109	23	-1	-7	0.92	8	1	-8
O=C(CCn1c(=O)c2sccc2n(CC(=O)OCc2ccccc2)c1=O)NCc1ccco1	0.9	2	101	10	-6	-2	0.67	-3	1.1	-9
